Assay outcomes: PubChem BioAssay, several laboratories
STK33 kinase inh: inhibitors of purified STK33 kinase, primary screen, biochemical, ADP-Glo luminescence, homogeneous, cell-free; AID 2661, 2010; inhibition, % at 10 µM; actives 0.073% (n = 320,000); MBP phosphorylation;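 active = inhibition at or above 25%, using the most active replicate where run in duplicate; inactive = inhibition below 25%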
Target sequence (Q9BYT3 whole entry, looked up): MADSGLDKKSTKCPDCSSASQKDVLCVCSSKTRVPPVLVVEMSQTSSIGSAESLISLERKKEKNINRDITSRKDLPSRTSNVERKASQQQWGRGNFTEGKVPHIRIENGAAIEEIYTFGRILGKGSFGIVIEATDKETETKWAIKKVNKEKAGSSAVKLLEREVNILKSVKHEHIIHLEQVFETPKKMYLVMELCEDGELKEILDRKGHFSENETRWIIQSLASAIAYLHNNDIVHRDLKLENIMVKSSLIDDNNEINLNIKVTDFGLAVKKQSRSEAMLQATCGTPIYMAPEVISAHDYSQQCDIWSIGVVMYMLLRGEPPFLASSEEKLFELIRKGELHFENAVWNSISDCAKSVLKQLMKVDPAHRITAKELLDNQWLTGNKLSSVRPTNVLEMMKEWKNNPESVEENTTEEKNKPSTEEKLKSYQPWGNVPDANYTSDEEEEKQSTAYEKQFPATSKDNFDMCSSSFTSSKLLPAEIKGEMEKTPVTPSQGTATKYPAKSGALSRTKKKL
OX1R antag-1: antagonists of human orexin 1 receptor (OX1R); actives 1.8% (n = 330,000); Orexin/Hypocretin receptor type 1 (Homo sapiens), O43613; OX1R-expressing cells, FRET antagonist read-out; inhibition, % at 6.6 µM; AID 485270, 2010; in the data active = inhibition mostly above about 38%, no sharp cut-off; inactive = mostly below about 40%;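 note: 0% = agonist challenge alone and 100% = reference antagonist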
Target sequence (O43613 whole entry, looked up): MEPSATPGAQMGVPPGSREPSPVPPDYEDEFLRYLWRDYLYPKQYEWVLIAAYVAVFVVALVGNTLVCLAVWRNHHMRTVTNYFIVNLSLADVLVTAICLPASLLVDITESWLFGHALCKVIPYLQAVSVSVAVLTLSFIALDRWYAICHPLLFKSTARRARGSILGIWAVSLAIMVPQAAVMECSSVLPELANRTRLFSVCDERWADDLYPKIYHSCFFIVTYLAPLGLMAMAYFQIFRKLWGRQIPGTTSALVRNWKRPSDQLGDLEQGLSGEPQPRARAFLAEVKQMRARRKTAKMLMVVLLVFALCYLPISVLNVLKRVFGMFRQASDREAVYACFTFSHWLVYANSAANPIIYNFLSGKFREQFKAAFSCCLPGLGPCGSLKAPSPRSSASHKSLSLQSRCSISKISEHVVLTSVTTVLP
OX1R antag-2: OX1R (HCRTR1) antagonists, primary screen, fluorescence, CHO/OX1R cells, Fluo-8 calcium, orexin A; Fluo-8 calcium fluorescence; AID 434989, 2010; inhibition, % at 5 µM; actives 0.43% (n = 330,000);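 active = inhibition above its plate's threshold, mean inhibition of all tested compounds on the plate plus 3 SD, cut at about 37% in these data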;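 note: 0% = orexin A challenge wells and 100% = SB-334867-A antagonist wells; not every result past the cut was called active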
* = called active by the depositor; . = no result given. Compounds were not picked by outcome; 2.2% or so of the library scored in one or more.

SMILES | STK33 kinase inh | OX1R antag-1 | OX1R antag-2
COc1cccc(NC(=O)CN(C)C(=O)c2oc3c(ccc4ccccc43)c2C)c1 | . | 29 | -25
COc1ccccc1N1CCN(C(c2ccc(Cl)cc2)c2nnnn2C(C)(C)C)CC1 (configuration not stated) | 1.4 | 19 | -38
COc1cccc(C(=O)NCCOc2cc(C)cc(C)c2)c1 | -2.1 | 16 | -30
Oc1ccc(C=NCC2COc3ccccc3O2)cc1 (configuration not stated) | -0.9 | 9 | -9
CC(=O)C1=C(O)C(=O)N(c2nccs2)C1c1ccccc1F (configuration not stated) | 0.0 | 13 | -3
CC(=S)c1c(C)cc2cc(C)ccn12 | 3.5 | 10 | -7
COc1ccc2nc(C)cc(NCCN3CCOCC3)c2c1 | -0.4 | 1 | -5
CCNC(=S)NCc1ccc(Cl)cc1 | 0.0 | -2 | -4
CN(C)c1ccc(-c2ccc3oc(-c4ccsc4)cc(=O)c3c2)cn1 | -0.4 | 57* | -4
Cc1ccc(S(=O)(=O)N2CCCC(C(=O)O)C2)s1 (configuration not stated) | -5.1 | 12 | -9
CCN1CCc2c(OCC(=O)N3CCCCC3)cccc2C1=O | -1.6 | 12 | -3
CCCCn1c(N)c(N(CC)C(=O)c2c(CC)noc2C)c(=O)[nH]c1=O | 0.0 | 9 | -6
Cc1ccsc1C(=O)Nc1ccc(OCc2ccccc2)cc1 | -1.8 | 41 | -8
C=CCn1c(=O)c2c(nc3n2CCCN3CCc2ccccc2)n(C)c1=O | -0.8 | 13 | -31
CC(O)CCc1nc2ccc(C(=O)O)cc2[nH]1 (configuration not stated) | -1.4 | 3 | 3
Cc1nnc(-c2cccc(Br)c2)c2cn(-c3ccccc3Cl)nc12 | -0.9 | 23 | -39
Cc1nnc(C)n1/N=C/c1cccnc1 | 0.7 | 1 | 5
COCCNC(=O)CN1N=C(c2ccc(OC)cc2)CCC1=O | 0.3 | -3 | -10
COC(=O)c1c(C)oc(C)c1S(=O)(=O)N1CCCCC1 | -0.8 | 4 | -23
O=C(CSc1nnc(CN2CCOCC2)n1-c1ccccc1)Nc1ccc(Cl)cc1 | -0.8 | 17 | -21
N#Cc1cc2cc3c(cc2nc1SCC(=O)N1CCOCC1)OCO3 | 0.2 | 15 | -10
O=C(O)c1cc2c([nH]c1=O)CCCC2 | -0.8 | -11 | -9
Cc1ccc(S(=O)(=O)NC(=O)c2ccc(-c3ccc(-c4ccccc4)cc3)o2)c(C)c1 | 1.4 | 41 | 6
COc1ccccc1C(=O)NC1CCCc2ccccc21 (configuration not stated) | 0.0 | 25 | -36
CCN(CC)S(=O)(=O)c1cccc(C(=O)N[C@H](C(=O)O)C(C)C)c1 | -1.5 | 5 | -1

Quoted at random: 4 entries already listed
SMILES | STK33 kinase inh | OX1R antag-1 | OX1R antag-2
COc1ccc2nc(C)cc(NCCN3CCOCC3)c2c1 | -0.4 | 1 | -5
CCNC(=S)NCc1ccc(Cl)cc1 | 0.0 | -2 | -4
N#Cc1cc2cc3c(cc2nc1SCC(=O)N1CCOCC1)OCO3 | 0.2 | 15 | -10
COCCNC(=O)CN1N=C(c2ccc(OC)cc2)CCC1=O | 0.3 | -3 | -10

More records follow.
SMILES | STK33 kinase inh | OX1R antag-1 | OX1R antag-2
Oc1cccc(C2c3[nH]c4ccccc4c3CCN2Cc2cnn(-c3ccccc3)c2)c1 (configuration not stated) | -1.1 | 1 | -19
O=c1ncn(-c2cccc(F)c2)c2ncccc12 | -1.5 | 5 | -14
COc1cccc(CNC(=O)CCl)c1 | . | 13 | 11
Cc1ccccc1OCC(=O)N1N=C(C(F)(F)F)CC1(O)C(C)(C)C (configuration not stated) | -0.5 | 23 | 17
Cc1ccc(S(=O)(=O)NNc2ccccc2)cc1 | 0.0 | 12 | -5
CC(C)NC(=O)Nc1cccc2c1O[C@@H](CN(C)S(=O)(=O)c1ccc(F)cc1)[C@@H](C)CN([C@H](C)CO)C2=O | -0.9 | 4 | -21
COC(=O)c1c(NC(=O)c2ccco2)sc(C)c1C | -1.4 | 59* | -5
Cn1c(=O)c(=O)n(C)c2cc(S(=O)(=O)CCC(=O)N3CCCCC3)ccc21 | -0.5 | 0 | -1
O=c1c2ccccc2sn1-c1ccc(F)cc1 | -0.5 | 21 | 1
O=C1Nc2ccccc2Oc2cc([N+](=O)[O-])ccc21 | 0.1 | 45 | -20
CCOC(=O)CSc1ncc(OC)c(Sc2ccc(Cl)cc2)n1 | -2.2 | 18 | -36
CCOc1cc(NC(=S)NCC2CCCO2)c(OCC)cc1NC(=O)CC (configuration not stated) | 0.3 | 0 | -24
CS(=O)(=O)NCCSCc1c(Cl)cccc1Cl | -1.6 | 5 | -4
CS(=O)(=O)c1cc([N+](=O)[O-])c(Sc2nc3ccccc3[nH]2)c([N+](=O)[O-])c1 | 4.2 | 39* | 22
CCCn1c(=NC(=O)c2c(-c3c(F)cccc3Cl)noc2C)c(C(=O)OCC)cc2c(=O)n3ccccc3nc21 | -0.5 | 25 | -13
CC1CCCN(C(=O)Cn2c(-c3nonc3N)nc3ccccc32)C1 (configuration not stated) | -1.2 | 13 | -11
Cc1nc2ccccc2c(=O)n1NC(=O)c1ccc(F)cc1Cl | -0.5 | 16 | -1
Cc1cccc(C(=O)NCC(=O)OCC(=O)NC2CCCCCCC2)c1 | -0.9 | 9 | -37
CCc1ccc(NC(=O)CSc2nncn2-c2cccnc2)cc1 | -0.3 | -7 | -5
c1ccc2cc(Sc3ncnc4c3oc3ccccc34)ccc2c1 | -1.2 | 10 | -2
COc1ccccc1-n1ccnc1SCC(=O)NCC1CCCO1 (configuration not stated) | -1.3 | 21 | -16
CC[C@H]1OC(=O)[C@H](C)[C@@H](O[C@H]2C[C@@](C)(OC)[C@@H](O)[C@H](C)O2)[C@H](C)[C@@H](O[C@@H]2O[C@H](C)C[C@H](N(C)C)[C@H]2O)[C@](C)(O)C[C@@H](C)C(=NOCOCCOC)[C@H](C)[C@@H](O)[C@]1(C)O | -2.2 | 14 | -31
CCCCSc1c(C)c2cc3c(cc2[nH]c1=O)OCO3 | -1.6 | 14 | -14
COC(=O)C1CCN(C(=O)CCCOc2ccccc2)CC1 | -0.6 | 19 | -5
Cc1cccc(Oc2c([N+](=O)[O-])c(=O)n(C)c3ccccc23)c1 | 2.1 | 16 | -12
SMILES | STK33 kinase inh | OX1R antag-1 | OX1R antag-2
COc1ccc(C2CC(c3ccccc3C(F)(F)F)=NN2c2ccc(S(N)(=O)=O)cc2)cc1 (configuration not stated) | . | 8 | 10
O=C(/C=C/c1ccc2c(c1)OCO2)NCCSCc1ccc(Cl)cc1 | 0.4 | 29 | -5
CCOc1ccc2nc(NC(=S)N(C)C)sc2c1 | 0.5 | 18 | -13
COC(=O)c1cc2occc2n1Cc1nc(-c2ccccc2F)oc1C | -0.9 | 7 | -8
CC(=O)Nc1cccc(NC(=O)Nc2cccc(F)c2)c1 | 0.9 | 14 | -11
CCN1CCN(S(=O)(=O)c2cccc(S(=O)(=O)N3CCOCC3)c2)CC1 | -0.8 | 10 | -31
COCCN1C(=O)C(=O)/C(=C(/O)c2ccc(S(=O)(=O)N3CCOCC3)cc2)C1c1ccc(O)c(OC)c1 (configuration not stated) | -1.7 | 21 | 10
CC(C)c1ccc(CNc2nc3nc4c(c(=O)n3[nH]2)CCC4)cc1 | -0.7 | 12 | -14
CC(=O)N(C)C(c1ccc(N(C)C)cc1)c1nnnn1-c1c(C)cccc1C (configuration not stated) | 1.0 | 12 | -29
CCOC(=O)C(NCc1ccc2c(c1)OCO2)(NC(=O)CC)C(F)(F)F (configuration not stated) | -1.3 | 1 | -19
O=[N+]([O-])c1ccc(COc2cccc(CNc3ccc(F)cc3)c2)cc1 | . | 11 | -5
COc1ccc(C2C(C(=O)Nc3ccc(F)cc3)=C(C)Nc3nc(CCCO)nn32)cc1 (configuration not stated) | 0.0 | 17 | 0
COc1ccc(NC(=S)N2CCN(Cc3ccccc3)CC2)c(OC)c1 | -2.0 | 4 | -7
COc1ccc(/C(N)=N/OC(=O)CSc2ccc(C)cc2)cc1OC | 0.4 | 7 | -2
CCCCn1c(SCC(=O)c2ccc3c(c2)NC(=O)CO3)nc2cc(S(N)(=O)=O)ccc21 | -1.8 | 7 | -12
CCOc1cc(CNCCCN2CCOCC2)ccc1OCC(=O)NC(C)(C)C | 0.3 | 5 | -1
COc1ccccc1CNC(=O)C1CCC(CNS(=O)(=O)c2ccc(F)cc2)CC1 (configuration not stated) | -0.9 | 12 | -24
COc1ccc(-n2nc(C(=O)NCC(=O)NCCCN3CC(C)CC(C)C3)c3ccccc3c2=O)cc1Cl (configuration not stated) | -2.0 | 12 | -32
CC(=O)c1ccc(N2CCN(C(=O)Cc3cccs3)CC2)cc1 | -0.7 | 4 | -17
N/C(=N\OC(=O)c1cccs1)c1cccc(Br)c1 | 2.4 | 6 | -35
CCCCCn1nc(C(=O)N2CCc3ccccc32)c2ccccc2c1=O | -0.6 | 11 | -10
COC(=O)c1ccc(NC(=O)c2sc3nc(-c4ccccc4)cn3c2C)cc1 | -0.7 | 11 | -27
Cn1cccc1C(=O)OCC(=O)Nc1cc(C(C)(C)C)nn1-c1ccccc1 | -0.7 | 28 | -24
COc1ccccc1C(=O)NCC(=O)Nc1ccc2c(c1)CCC2 | -1.1 | 6 | -9
CCC(=O)NC(=S)NNC(=O)c1ccc(OC)cc1 | 1.3 | 7 | -6

Brought forward from above: 2 entries, then new ones.
SMILES | STK33 kinase inh | OX1R antag-1 | OX1R antag-2
COc1ccccc1C(=O)NCC(=O)Nc1ccc2c(c1)CCC2 | -1.1 | 6 | -9
CCC(=O)NC(=S)NNC(=O)c1ccc(OC)cc1 | 1.3 | 7 | -6
CC(=O)Nc1cccc(C(=O)Nc2cccnc2)c1 | 1.5 | 8 | 3
Cc1nnc(SCC(=O)c2ccc(Cl)cc2)n(N)c1=O | -0.9 | 50* | 7
CN1CCC(=C2c3ccccc3C(O)c3ccccc32)CC1 (configuration not stated) | 0.3 | -3 | -23
Cc1nn(Cc2ccc(F)cc2)c(C)c1NC(=O)c1noc2c1CCCCC2 | -2.4 | 7 | -29
CC(=O)NC1=NC(=O)/C(=C/N2CCCCC2)S1 | -1.9 | 20 | -9
C[N+]1(CC(O)COCC2COc3ccccc3O2)CCOCC1 (configuration not stated) | 0.8 | 1 | 3
Cc1c(OCC(=O)NCC2CCC(C(=O)NCCCO)CC2)ccc2c(-c3ccccc3)cc(=O)oc12 (configuration not stated) | -0.6 | 17 | -23
Cc1c([C@H]2[C@@H](CC#N)C2(C)C)c2ccccc2n1C | -0.1 | 10 | -13
CCOC(=O)CSc1nc2ccc(C)cc2n2cnnc12 | 2.3 | 10 | -28
Clc1ccc(CNc2ccc(N3CCN(Cc4ccccc4)CC3)cc2)cc1 | -1.6 | 8 | -23
O=C(c1ccccc1)N1CCC(c2nc(-c3ccc(S(=O)(=O)NCC4CCCO4)cc3)no2)CC1 (configuration not stated) | -1.3 | 20 | 8
COc1ccc2cc(C(C)C(=O)OC(C)C)ccc2c1 (configuration not stated) | -0.7 | 5 | -9
COc1ccc(CCN2CC(C(=O)NCCc3ccc(F)cc3)CCC2=O)cc1 (configuration not stated) | -1.7 | 2 | -23
COc1cccc(NC(=O)CN(C)C(C)C(=O)Nc2ccc(C(C)=O)cc2)c1 (configuration not stated) | -1.7 | 4 | -3
Cc1cccc(NC(=O)C(NS(=O)(=O)c2ccc3c(c2)CCC(=O)N3)c2ccccc2)n1 (configuration not stated) | -0.4 | 8 | -26
COc1cc(-c2nc(-c3ccccc3)c(-c3cccs3)[nH]2)cc(OC)c1O | -1.1 | 11 | -22
CC1CCC2(CC1)NC(=O)N(CC(=O)NCc1cccs1)C2=O (configuration not stated) | -0.5 | 1 | -4
Fc1ccc2cc(-c3ccccc3)ncc2c1 | 1.7 | 10 | -18
CCOC(=O)C1=C(C)NC(C)=C(C(=O)OCC)C1c1cc2ccc(C)cc2[nH]c1=O | -0.9 | 25 | -22
COc1ccc(NC(=O)Cn2nnc(C(=O)NCCc3ccccc3)c2N)cc1 | -2.0 | 7 | -12
CN1CCN(C(c2cccc(C(F)(F)F)c2)c2nnnn2Cc2ccccc2)CC1 (configuration not stated) | 0.4 | 3 | -14
CCN1CCN(CC(=O)Nc2cc3c(cc2C(C)=O)OCO3)CC1 | -0.8 | 39 | 0
COc1ccc(CNC2CCCC2)c(OC)c1OC | -1.2 | 27 | -12

By substructure, the compounds so far containing a cyano group.
SMILES | STK33 kinase inh | OX1R antag-1 | OX1R antag-2
N#Cc1cc2cc3c(cc2nc1SCC(=O)N1CCOCC1)OCO3 | 0.2 | 15 | -10
Cc1c([C@H]2[C@@H](CC#N)C2(C)C)c2ccccc2n1C | -0.1 | 10 | -13
